GAA spleen mod = lysosomal alpha-glucosidase (human) modulation | P10253 | human spleen homogenate, 4-MU-alpha-glucoside fluorescence | Potency, µM (titrated, usually from 79.9 µM), inactives show at the highest dose activity change, negative = inhibition, most hits filed as inhibitors | 0.006% of 240,000 active | AID 2112;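 also: 0% = enzyme with vehicle and -100% = no enzyme basal signal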
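AC50 values come from Hill-equation fits of concentration-response data, normalized to no-enzyme and full-activity controls. Enzyme source: 1 ug human spleen homogenate; 1 mM fluorogenic 4-MU glucoside, pH 5.0 citrate buffer, 37 C, 40 min.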
GAA glycogen = GAA glycogen-cleavage inhibition or activation; P10253; recombinant GAA, glycogen substrate, Amplex Red glucose oxidase fluorescence; Potency, µM (top dose mostly 76.4 µM), without a hit: top-dose activity change, negative = inhibition, hits mostly inhibitors; 0.38% of 300,000 active;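 also: 0% = full enzyme reaction and -100% = no-enzyme basal signal; the screen sought inhibitors and activators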
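Recombinant human alpha-glucosidase (4 nM final) hydrolysed bovine liver glycogen (30 ug) for 40 min at 37 C in pH 5.0 citrate/phosphate with 0.01% Tween-20. Released glucose detected by glucose oxidase/Amplex Red, Ex 573/Em 610 nm. Compounds up to 77 uM; AC50 from Hill fits.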
RGS12 GoLoco inh = inhibitors of human Gai1-RGS12 GoLoco interaction (red fluorophore); P63096; Gai1:RGS12 GoLoco peptide FP, rhodamine, 10 min; Potency, µM (highest dose often 61.6 µM), without a hit: at the top dose activity, negative = inhibition, hits mostly inhibitors; 0.44% of 230,000 active; AID 880; active = well fitted inhibition curve with a large enough effect, not every such curve was filed as active; inactive = no such curve, though single readings can be large or run the other way; also: % is scaled to controls: 0 for no effect and ±100 for the full control effect; nearly all actives have a fitted effect of over 30% in size; many of its hits are not listed in these tables
Target sequence (P63096 whole entry, looked up): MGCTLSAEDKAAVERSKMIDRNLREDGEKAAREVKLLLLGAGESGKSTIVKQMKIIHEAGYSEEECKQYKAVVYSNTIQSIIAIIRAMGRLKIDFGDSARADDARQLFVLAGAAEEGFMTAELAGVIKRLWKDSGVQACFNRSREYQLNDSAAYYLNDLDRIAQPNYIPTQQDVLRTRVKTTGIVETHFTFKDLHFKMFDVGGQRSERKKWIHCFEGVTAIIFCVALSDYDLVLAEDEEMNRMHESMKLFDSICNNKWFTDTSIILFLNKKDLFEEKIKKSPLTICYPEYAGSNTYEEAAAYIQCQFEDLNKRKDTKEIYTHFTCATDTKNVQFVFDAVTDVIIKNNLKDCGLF
IMPase Li cell = membrane-permeable IMPase blocker, potentiated with lithium; Potency, µM (highest dose often 59.4 µM), for inactives: at the top dose activity, negative = IMPase inhibition, hits mostly inhibitors; 0.35% of 210,000 active; CHO-M1 cells, IP1 TR-FRET (IP-One), carbachol + lithium; AID 1457;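 also: IP1 builds up when IMPase is blocked and the TR-FRET signal falls; plate controls were basal vehicle for no effect and high inhibitor control for full effect; nearly all actives have a fitted effect of over 50% in size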
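CHO cells stably expressing M1 receptor (2000/well) were cultured 16–30 h, then exposed to compounds with a small lithium addition for 30 min at 37C. IP1 was measured by TR-FRET competition; AC50 from Hill fits.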
HttQ103 aggreg = reduces HttQ103-GFP aggregates in PC12 cells | PC12 HttQ103-GFP aggregates, Acumen cytometry, 40 h | Potency, µM (titrated, usually from 46.1 µM), without a hit: at the top dose activity change, negative = inhibition, hits mostly inhibitors | 1.1% of 220,000 active; also: % is scaled to controls: 0 for no effect and ±100 for the full control effect; nearly all actives have a fitted effect of over 60% in size
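Aggregate formation scored by laser-scanning cytometer (488 excitation, 500–530 emission) in lysed PC12 cells expressing Q103-GFP after 100 nM tebufenozide induction; library tested in dose series, with ATPLite reagent added in the multiplex.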
GAA inh = blocks human lysosomal alpha-glucosidase. 0.005% of 200,000 active. AID 1466. P10253. Potency, µM (doses to about 76.9 µM), inactives show at the top dose activity change, negative = inhibition, hits mostly inhibitors. purified human GAA, 4-MU-alpha-glucoside fluorescence;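 also: plate controls were uninhibited enzyme wells for no effect and no-enzyme background for full effect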
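Activity normalized between no-enzyme (basal) and enzyme-only wells. Conditions: 4 nM human enzyme, 400 uM fluorogenic substrate, citrate/phosphate pH 5.0 with Tween-20, 20 min room temperature, compounds up to 77 uM.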
HTT ATP protect = protects HTT-Q103 PC12 cells, measured by ATP; PC12 HTT-Q103 induced, cytoprotection, ATP luminescence, 40 h; Potency, µM (titrated, usually from 56.4 µM), for inactives: cytoprotection (ATP increase), usual class: activators; 0.14% of 230,000 active; AID 1471;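 also: % of control where 0% means no effect; nearly all actives have a fitted effect of over 45% in size; toxic huntingtin expression switched on by the ecdysone agonist tebufenozide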
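Rat PC12, Q103 Htt exon1-GFP fusion, ecdysone promoter; tebufenozide inducer 100 nM final; compound titration; qHTS, 1500 cells/well; ATPlite luminescent read.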
Active calls of the source: *; ? = inconclusive; / = no result given; & = joins results of further samples; [ ] = dose if it differs, or a comment. Unless noted, calls follow the shape of the dose curve; as a rule, active = well fitted curve in the direction sought with a large enough effect; inconclusive = small, poorly fitted or top-dose-only effect, or another doubt; inactive = no such curve, though single readings can be large; an effect the other way counts as inactive or inconclusive. Potency is read from the fitted curve at half-maximal effect. A portion of the library, so the mix of outcomes need not match the whole.

SMILES	GAA spleen mod	GAA glycogen	RGS12 GoLoco inh	IMPase Li cell	HttQ103 aggreg	GAA inh	HTT ATP protect
O=C(O)CNC(=S)N(Cc1ccccc1F)C1CCCCC1	4%	9%	-4%	-10%	12%	13%	-12%
Cc1nn(S(=O)(=O)N2CCCCC2)c(C)c1Br	5%	-2%	14%	13%[38.3 µM]	-5%	6%	3%[10 µM]
CCc1c(C(=O)NCCc2ccc(OC)c(OC)c2)[nH]c(C)c1C(C)=O	-1%	5%	7%	17%[38.3 µM]	11%	4%	17%[1.9 µM]
Cc1cc(=O)oc2c(OS(C)(=O)=O)c(OS(C)(=O)=O)ccc12	/	/	0%[14.2 µM]	1%	/	/	18%[10 µM]
O=C(NCCNc1ccc([N+](=O)[O-])cc1)c1cccc2c(Br)cccc12	-3%	3%	8%	4%	-19%	-7%	/
CCN1CCN(c2ccc(NC(=O)Cc3ccccc3)cc2)CC1	-8%	-4%	3%	23%[38.3 µM]	-8%	-2%	-13%
Cc1cc(C)nc(NC(=O)c2cccc([N+](=O)[O-])c2C)n1	0%	6%	30%[activator]	8%[38.3 µM]	-7%	-4%	-18%
COc1cccc(C2/C(=C(\O)c3c(C)nc4c(C)cccn34)C(=O)C(=O)N2CCCN(C)C)c1 (centres undefined)	-4%	-1%	9%	1%[38.3 µM]	8%	-15%	1%
O=c1cc(-c2ccc(Cl)cc2)[nH]c2ccccc12	3%	1%	1%	/	6%[9.22 µM]	/	17%[10 µM]
CC1(C)Cc2c(C#N)c(NCCO)nc(-c3ccco3)c2CO1	20%	1%	6%	/	-6%[9.22 µM]	?	6%[10 µM]
O=c1[nH]cnc2c1N1CCC2CC1	1%	4%	2%	0%[38.3 µM]	-3%	3%	6%
O=C(O)C(c1ccccc1)N1CCCCC1 (centres undefined)	-2%	5%	2%	-1%	/	?	/
Cc1cccc(C)c1NC(=S)N(c1ccccc1)C(C)C	-26%	-5%	-4%	-4%	2%	4%	0%[10 µM]
COc1cccc(-c2noc(CCC(=O)NCC3CCCO3)n2)c1 (centres undefined)	/	-62%	7%	12%	-14%	-1%	-5%
Cc1oc2cc(O)ccc2c(=O)c1Oc1ccccc1	20%	7%	0%	-16%[38.3 µM]	-12%	?	-6%
CCc1cc(C(=O)OC)c(NC(=O)CCC(=O)O)s1	-5%	5%	-3%	3%	8%	-2%	15%[10 µM]
O=S(=O)(c1cccc(NC(=S)N2CCN(c3ccccc3F)CC2)c1)C(F)F	-4%	5%	3%	-1%	?	-7%	-11%[10 µM]
CCCNC(=O)N1CCC(C(=O)c2ccc(F)cc2)CC1	-14%	2%	1%	-9%[38.3 µM]	11%	0%	29%
Cn1ccnc1SCC(=O)Nc1cccc(S(=O)(=O)N2CCCCCC2)c1	9%	5%	-5%	-13%	-9%	-5%	/
CCc1ccc(S(=O)(=O)O)cc1	-1%	/	/	/	15%	/	17%
Cc1nc(C(=O)N(C)C)nn1-c1cc(Cl)cc(Cl)c1	0%	6%	-8%	-26%[38.3 µM]	9%	3%	2%
CCNC(=S)N1CCN(S(=O)(=O)c2ccc(C)c(C)c2)CC1	5%	-8%	2%	5%	-11%	-3%	-33%[inhibitor]
CC1CCN(CCc2nc3cc(NC(=O)Nc4ccccc4)ccc3n2C)CC1	2%	-8%	13%	16%[38.3 µM]	21%	-2%	-23%
Cc1cccc(NC(=O)COC(=O)c2ccccc2-c2nc3ccccc3s2)c1C	4%	3%	-19%	21%	?	8%	-13%[10 µM]
O=c1c2cccnc2n(-c2ccccc2)n1Cc1ccc(Cl)cc1	5%	-12%	4%	7%	2%	2%	3%[10 µM]
CCSc1nc(O)c(Cc2ccccc2)c(=O)[nH]1	-7%	5%	2%	8%[38.3 µM]	-10%	0%	-7%
C=C1C2CC[C@@]3(C)C(c4ccoc4)OC(=O)C[C@@]13OC1CC(O)C(C)(C)C(CC(=O)OC)[C@@]12C (some centres undefined)	7%&-22%	/	0%&3%	14%&13%	/	/	-31%&-21%[inhibitor]
COc1ccc(N2CCN(C(CNC(=O)c3cccc(Cl)c3)c3cccnc3)CC2)cc1 (centres undefined)	-7%	-12%	-11%	4%[38.3 µM]	22%	-3%	6%
Cc1cccc(NC(=S)NC2CC3CCC(C2)N3Cc2ccco2)c1C (centres undefined)	-5%	0%	8%	5%[38.3 µM]	-15%	-15%	20%
COCC1CCCCN1Cc1cn[nH]c1-c1ccc2cc(OC)ccc2c1 (centres undefined)	-7%	17%	0%	12%	9%[9.22 µM]	8%	18%[10 µM]
Cc1ccc(NC(=O)Cn2c(=S)[nH]c3ccccc32)cc1	1%	2%	-3%	0%	-15%	1%	0%
CC(C)Cc1cc(C(=O)NCCc2ccccc2)no1	4%	-2%	2%	1%	-3%	-1%	-16%
COc1ccc(/C=C/C(=O)O/N=C(\N)c2ccccc2)cc1OC	7%	-5%	8%	2%	-9%	4%	10%[10 µM]
COc1ccc2oc(C(F)(F)C(F)(F)F)cc(=O)c2c1	0%	1%	3%	-14%[38.3 µM]	-1%	1%	-6%
CCOC(=O)c1c[nH]c2nc(C)ccc2c1=O	2%	1%	4%	-5%	-13%	0%	-1%
CC(C)CCNC(=O)c1sc2ccc(S(=O)(=O)N3CCCCC3)cc2c1N	14%	2%	25%	-5%	11%	-2%	-19%[10 µM]
Cc1[nH]c2ccccc2c1SCC(=O)NC1CCCCC1	-13%	6%	-8%	5%	-2%	-6%	?
COCC(C)NC(=O)NC(=O)c1ccc(Cl)cc1 (centres undefined)	-10%	-1%	-1%	22%[38.3 µM]	0%	-7%	-24%[0.074 µM]
CCOC(=O)c1c(NC(=O)CSc2nnc(C)o2)sc(C)c1C	6%	-9%	-3%	/	2%[9.22 µM]	/	-4%[10 µM]
S=c1[nH]nc(C2CCCCC2)n1/N=C/c1ccco1	-5%	2%	9%	12%	5%	?	3%[0.074 µM]

Results in GAA glycogen, for some of the entries so far:
Compound	GAA glycogen
COc1ccc2oc(C(F)(F)C(F)(F)F)cc(=O)c2c1	1%
CCOC(=O)c1c[nH]c2nc(C)ccc2c1=O	1%
CC(C)CCNC(=O)c1sc2ccc(S(=O)(=O)N3CCCCC3)cc2c1N	2%
Cc1[nH]c2ccccc2c1SCC(=O)NC1CCCCC1	6%
COCC(C)NC(=O)NC(=O)c1ccc(Cl)cc1 (centres undefined)	-1%

(more compounds)
SMILES	GAA spleen mod	GAA glycogen	RGS12 GoLoco inh	IMPase Li cell	HttQ103 aggreg	GAA inh	HTT ATP protect
COC(=O)c1c(NC(=O)c2ccc(C)c(S(=O)(=O)Nc3ccccc3C)c2)sc2c1CCCC2	2%	0%	8%	24%[38.3 µM]	-7%	?	11%[10 µM]
CCOP(=O)(c1ccc(N(C)C)cc1)C(O)c1ccccc1 (centres undefined)	-15%	0%	1%	30%[activator][38.3 µM]	10%	2%	16%
CCN(CC)C(=O)c1oc2ccc(S(=O)(=O)N3CCCCCC3)cc2c1C	-5%	-6%	-3%	21%[38.3 µM]	10µM*	-14%	3%
COc1ccc(N2C(=O)NC3CC2(C)Oc2ccc(Br)cc23)cc1OC (centres undefined)	2%	5%	-2%	-4%	-6%	4%	6%[10 µM]
Cc1ccc(OCc2nnc(NC(=O)OCC(C)C)s2)c(C)c1	-8%	6%	19%	-9%	6%	-3%	-10%[10 µM]
Cc1ccc(C(=O)N2CCN(S(=O)(=O)c3ccccc3[N+](=O)[O-])C2)cc1	0%	-9%	-10%	-2%	-25%	-5%	-20%
CS(=O)(=O)N(CC(=O)Nc1ccc2c(c1)OCCO2)Cc1ccccc1	-20%	3%	4%	2%	3%	-3%	13%[10 µM]
O=C1O/C(=C/Br)CCC1c1cccc2ccccc12 (centres undefined)	-2%	/	-9%	11%	/	/	/
O=c1[nH]nc(CNc2ccc(Cl)cc2Cl)c2ccccc12	/	5%	6%	3%	2%	?	-45%[inhibitor]

Compound profiles, from the list above.
CCN(CC)C(=O)c1oc2ccc(S(=O)(=O)N3CCCCCC3)cc2c1C in the list: GAA spleen mod = -5%; GAA glycogen = -6%; RGS12 GoLoco inh = -3%; IMPase Li cell = 21%[38.3 µM]; HttQ103 aggreg = 10µM*; GAA inh = -14%; HTT ATP protect = 3%
O=c1[nH]nc(CNc2ccc(Cl)cc2Cl)c2ccccc12 in the list: GAA spleen mod = /; GAA glycogen = 5%; RGS12 GoLoco inh = 6%; IMPase Li cell = 3%; HttQ103 aggreg = 2%; GAA inh = ?; HTT ATP protect = -45%[inhibitor]

Compound activity deposited in PubChem BioAssay by National Center for Advancing Translational Sciences (NCATS).
